Source: PubChem
D1 potentiator – potentiators of human D1 dopamine receptor. P21728. HEK293 TREx D1 cells, calcium flux, dopamine EC20 potentiation. potentiation, % at 10 µM. 0.036% of 360,000 active. AID 504651; in the data active means potentiation above about 30%; further: 0% is about no effect
Target sequence (P21728 whole entry, looked up): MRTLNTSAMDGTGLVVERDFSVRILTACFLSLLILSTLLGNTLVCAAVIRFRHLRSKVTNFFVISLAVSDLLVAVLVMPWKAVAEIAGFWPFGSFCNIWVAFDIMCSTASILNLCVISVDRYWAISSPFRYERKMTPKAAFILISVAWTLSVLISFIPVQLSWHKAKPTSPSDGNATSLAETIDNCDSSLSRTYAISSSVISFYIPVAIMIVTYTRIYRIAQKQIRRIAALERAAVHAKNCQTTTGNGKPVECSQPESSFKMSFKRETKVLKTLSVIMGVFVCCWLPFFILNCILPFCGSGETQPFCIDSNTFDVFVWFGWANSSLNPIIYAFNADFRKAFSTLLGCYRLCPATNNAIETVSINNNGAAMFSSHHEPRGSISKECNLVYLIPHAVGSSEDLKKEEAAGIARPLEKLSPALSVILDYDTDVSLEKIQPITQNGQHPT
D1 agonist – human D1 receptor agonism | P21728 | HEK293 T-REx D1 cells, calcium flux, agonist mode | activation, % at 2 µM | 1% of 360,000 active | AID 504660; in the data active means activation above about 30%; further: 0% is about no effect
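Inducible HEK293 T-REx D1 cells, force-coupled to calcium signalling, were plated at 4000 cells/well with tetracycline and held overnight at 30 C. After no-wash calcium dye loading, compound-evoked calcium rise over 180 s flagged agonists.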
RXFP1 antagonist – blocks the human relaxin receptor RXFP1; HEK293-RXFP1, relaxin-stimulated cAMP HTRF, 30 min; stronger effect = lower value; activity change, negative = inhibition, % at 57.5 µM; 0.59% of 350,000 active;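 active means activity change of -60% or lower, but not beyond a set lower limit; inconclusive means change between -60% and -40%, or beyond the set limit; inactive means change above -40%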; further: on the % scale 0 is the no-effect control and ±100 the full control effect
TRHR ag – agonists of human TRH receptor; 0.18% of 360,000 active; activation, % at 2 µM; AID 493084; TRHR cells, calcium flux fluo-8, FDSS agonist mode; in the data active means activation above about 30%; further: 0% is about no effect
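Steps: seed TRHR cells overnight; add fluo-8 no-wash Ca dye, RT 30 min–1.5 h; record 10 s baseline; pin-transfer compounds; monitor fluorescence 1 cycle/s for the agonist window. Calcium increases flag candidate agonists.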
Anesthetic bind – binds horse apoferritin like a general anesthetic; P02791; apoferritin/1-aminoanthracene competitive binding, fluorescence; Potency, µM (doses to about 77.5 µM), without a hit: top-dose activity change, negative = displacement, actives largely listed as inhibitors; 0.074% of 350,000 active; further: potency means the concentration at half of the fitted maximal effect; on the % scale 0 is the no-effect control and ±100 the full control effect; nearly all actives have a fitted effect of over 20% in size
Target sequence (P02791 2-175 limits assumed): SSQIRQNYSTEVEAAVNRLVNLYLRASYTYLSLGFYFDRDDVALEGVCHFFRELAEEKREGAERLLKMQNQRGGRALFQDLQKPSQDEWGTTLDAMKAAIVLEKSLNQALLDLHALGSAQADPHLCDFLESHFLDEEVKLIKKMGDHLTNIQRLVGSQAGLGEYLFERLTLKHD
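Horse-spleen apoferritin (10 uM) was mixed with 50% saturated 1-aminoanthracene in PBS, exposed to compounds for 10 min at room temperature, and read for fluorescence (ex 380 nm, em 535 nm). Competitive displacement was fitted with a four-parameter Hill equation.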
D1 antag – human D1 dopamine receptor antagonism; P21728; HEK293 TREx D1 cells, calcium flux, dopamine EC80; stronger effect = lower value; activity change, negative = inhibition, % at 10 µM; 3.2% of 360,000 active; in the data active means activity change below about -30%; further: on the % scale 0 is the no-effect control and ±100 the full control effect
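Cells carrying a force-coupled, tetracycline-inducible human D1 receptor report calcium flux. Each well gets a 10 s baseline, compound with 180 s monitoring, then an EC80 dopamine stimulus with a second 180 s kinetic read.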
TRHR PAM – allosterically enhances the human TRH receptor; enhancement, % at 2 µM; TRHR cells, fluo-8 calcium fluorescence, EC20 TRH enhancement; 0.66% of 360,000 active; in the data active means enhancement above about 30%; further: 0% is about no effect
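TRHR-expressing cells loaded with fluo-8 calcium dye were read kinetically (ex 480/em 530) during compound addition, then stimulated with an EC20 of TRH (10 nM final). Enhancement of the Gq-mediated intracellular calcium response was scored.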
D2 PAM – positively modulates the human D2 dopamine receptor allosterically; HEK293 T-REx D2, calcium flux, EC20 dopamine potentiation; P14416; 0.34% of 340,000 active; AID 485347; potentiation, % at 10 µM;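 active means potentiation over 3 SD above the plate norm, cut at about 30% in these data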; further: 0% is about no effect
Target sequence (P14416 whole entry, looked up): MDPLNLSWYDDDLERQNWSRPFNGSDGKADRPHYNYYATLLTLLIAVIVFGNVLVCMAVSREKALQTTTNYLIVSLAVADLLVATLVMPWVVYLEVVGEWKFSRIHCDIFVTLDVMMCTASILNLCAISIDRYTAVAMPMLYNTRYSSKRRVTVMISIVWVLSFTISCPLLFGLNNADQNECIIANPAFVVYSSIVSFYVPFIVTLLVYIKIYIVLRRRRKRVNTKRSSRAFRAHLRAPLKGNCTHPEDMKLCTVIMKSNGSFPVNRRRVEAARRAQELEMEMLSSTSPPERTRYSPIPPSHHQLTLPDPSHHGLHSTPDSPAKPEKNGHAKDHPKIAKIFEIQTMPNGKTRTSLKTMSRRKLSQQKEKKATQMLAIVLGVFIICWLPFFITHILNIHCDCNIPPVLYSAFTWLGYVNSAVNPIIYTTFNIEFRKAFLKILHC
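Potentiation of an EC20 dopamine calcium response measured kinetically over 180 s, after a preceding 180 s compound-only read flagging agonists. Cells: inducible Hek293 Trex D2 line, 4000/well, cultured overnight at 30 C before dye loading.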
RXFP1 agonist – agonists of human relaxin receptor RXFP1. Potency, µM (highest dose often 57.5 µM), inactives show at the highest dose activation, actives largely listed as activators. HEK293T-RXFP1 cAMP TR-FRET, 30 min; response scale: percent of porcine relaxin response, buffer zero. Q9HBX9. 0.3% of 370,000 active; further: potency means the concentration at half of the fitted maximal effect; on the % scale 0 is the no-effect control and ±100 the full control effect; nearly all actives have a fitted effect of over 60% in size; many of its hits are not listed in these tables
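Agonist response is measured as cAMP accumulation in an RXFP1-transfected HEK293T line under PDE4 inhibition. Values are scaled between buffer-only and 29 nM porcine relaxin, and EC50s come from standard Hill equation fits.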
Starred values were filed as active, the others as inactive; ? = inconclusive; . = not tested or not shown; & = joins results of further samples; ! = a repeat was not active; [ ] = dose if it differs, or a comment. Unless noted, the call rests on the fitted dose curve; in most records, active means well fitted curve in the direction sought with a large enough effect; inconclusive means small, poorly fitted or top-dose-only effect, or another doubt; inactive means no such curve, though single readings can be large; an effect the other way counts as inactive or inconclusive. These rows are one share of the data; count on the stated rates, not on these rows.

SMILES	D1 potentiator	D1 agonist	RXFP1 antagonist	TRHR ag	Anesthetic bind	D1 antag	TRHR PAM	D2 PAM	RXFP1 agonist
O=C(O)c1cccc(N2C(=S)N=C(Nc3ccccc3)C23CCCCC3)c1	-2	1	4	-0.5	2%	-3	2	4	2.1%
CC1CCCN(C(=S)NC2CCCC2)C1 (configuration not stated)	-4	10	-10	-0.1	-20%	.	1	10	-0.6%
NNc1nc(Nc2ccccc2)nc(N2CCCCC2)n1	7	0	-8	0.0	-17%	6	-1	-2	1.4%
Cc1ccc(OCC(=O)Nc2nnc(S(=O)(=O)N3CCCCCC3)s2)cc1C	-1	11	.	-0.8	?	-16	2	-3	-2.3%
O=C(CSc1nnc(Cc2cc(=O)[nH]c(=O)[nH]2)n1-c1ccccc1)N1CCCC1	3	2	6	0.3	-5%	-10	-3	8	-0.6%
CC1(c2ccccc2)CC(C)(C)N(C(=O)C2CCCO2)c2ccccc21 (configuration not stated)	-6	2	-20	0.2	-17%	11	-12	7	1.6%
CN1C(=O)Cc2cc(S(=O)(=O)CCC(=O)Nc3ccc(Cl)c(C(F)(F)F)c3)ccc21	-1	3	-11	-0.1	5%	-7	4	3	-0.7%
Cc1cccc(NC(=O)CSc2nc(-c3ccccc3)cn2-c2ccccc2)c1C	-2	2	-3	0.1	51%[activator]	7	-4	7	1.3%
CS(=O)(=O)N(CCc1ccccc1)CC(=O)N1CCCCC1	-6	1	-10	0.4	-3%	-22	-2	-8	1.6%
COC(=O)c1ccccc1NC(=O)c1nc2nc(C)cc(C(F)F)n2n1	1	1	-9	0.1	-7%	13	-3	-2	5.1%

By substructure: the entries above containing a carbonyl joined to an NH by a bond outside any ring (4)
SMILES	D1 potentiator	D1 agonist	RXFP1 antagonist	TRHR ag	Anesthetic bind	D1 antag	TRHR PAM	D2 PAM	RXFP1 agonist
Cc1ccc(OCC(=O)Nc2nnc(S(=O)(=O)N3CCCCCC3)s2)cc1C	-1	11	.	-0.8	?	-16	2	-3	-2.3%
CN1C(=O)Cc2cc(S(=O)(=O)CCC(=O)Nc3ccc(Cl)c(C(F)(F)F)c3)ccc21	-1	3	-11	-0.1	5%	-7	4	3	-0.7%
Cc1cccc(NC(=O)CSc2nc(-c3ccccc3)cn2-c2ccccc2)c1C	-2	2	-3	0.1	51%[activator]	7	-4	7	1.3%
COC(=O)c1ccccc1NC(=O)c1nc2nc(C)cc(C(F)F)n2n1	1	1	-9	0.1	-7%	13	-3	-2	5.1%

Carrying on:
SMILES	D1 potentiator	D1 agonist	RXFP1 antagonist	TRHR ag	Anesthetic bind	D1 antag	TRHR PAM	D2 PAM	RXFP1 agonist
COc1ccc(-c2noc(N3CCCC(C(=O)Nc4ccc(C(C)=O)cc4)C3)n2)cc1 (configuration not stated)	-4	4	-8	0.1	-19%	-19	1	0	0.4%
Cc1csc(NC(=O)CCc2c(C)nc3cc(-c4cccc(F)c4)nn3c2C)n1	-5	0	.	0.2	-10%	11	20	2	-0.5%
O=C(c1cccs1)N1CCN(CCc2ccccc2)CC1	-5	3	5	0.0	-3%	3	-2	-13	0.6%
CCOC(=O)N1CCC(=C(C#N)C(=O)Nc2cc(OC)ccc2OC)CC1	-4	1	-2	0.5	-15%	3	5	10	1.7%
CCOc1cccc(C(=O)N(Cc2ccc(CC)cc2)C2CCS(=O)(=O)C2)c1 (configuration not stated)	1	0	-13	-0.8	5%	11	5	.	4.5%
CN(Cc1ccco1)S(=O)(=O)c1nnc(NC(=O)c2ccccc2Cl)s1	2&0	0&2	-10&-28	0.4&0.7	-4%&2%	-2&1	-10&1	1&10	11µM*!
O=C(c1cc2ccccc2oc1=O)N(Cc1cccs1)C1CCS(=O)(=O)C1 (configuration not stated)	3	1	-4	0.3	-7%	-4	8	10	0.1%
COc1ccc(CN2CCN(Cc3ccc(C(F)(F)F)cc3)CC2)cc1	-2	-3	-1	-0.4	-8%	-7	-5	8	0.2%
Cc1cc(O)c2c(-c3ccccc3)cc(=O)oc2c1	3	5	0	5.0	-1%	-2	-2	0	1.4%
CCOC(=O)CSc1nc2c(cnn2-c2ccc(F)cc2)c(=O)[nH]1	5	3	-3	-1.0	2%	7	1	.	5.9%
COc1ccc(C(CC(=O)N2CCCCC2)NC(=O)C(F)(F)F)cc1 (configuration not stated)	-3	3	-1	0.2	-2%	-3	3	5	-0.7%
COc1cc2c(-c3cccc(Cl)c3)nc3c(c(C)nn3-c3ccccc3)c2cc1OC	-1	3	0	0.9	-3%	7	-2	2	20%
COc1ccc(N/C=C/C(=O)C(F)(F)F)cc1	0	20	10	2.2	-13%	4	-1	3	1.4%
COc1ccc(S(=O)(=O)N2CCOCC2)cc1NC(=O)COC(=O)C1COc2ccccc2O1 (configuration not stated)	1	-1	-14	0.4	-11%	-4	7	3	0.3%
COc1ccc(OC)c(CNC(=O)c2coc(=O)c3ccccc23)c1	-5	1	-5	-0.2	-8%	1	-4	-5	3.0%
CCc1ccccc1NC(=O)C1CCN(c2nc3ccccc3[nH]2)CC1	0	1	-10	0.1	-4%	-10	0	-6	3.3%
CCC1CCCCN1C(=O)c1ccc(OC)c(OC2CCN(C(C)C)CC2)c1 (configuration not stated)	8	2	1	0.5	-4%	8	1	3	2.6%
Oc1ccc(C[C@@H]2CNC(=S)N2CCc2cc(C(F)(F)F)cc(C(F)(F)F)c2)cc1	-8	21	.	-0.6	-19%	-17	-4	0	-1.3%
CCC1=NN(C(=O)c2cccc([N+](=O)[O-])c2)C(O)(c2ccc(C)cc2)C1 (configuration not stated)	1	2	-1	-1.1	-22%	-8	-3	-3	1.5%
CCN1C(=O)[C@@H]2[C@@H](c3ccc(-c4ccc(Cl)c(Cl)c4)c(OC)c3)N3CCCC[C@@]3(C(=O)OC)[C@@H]2C1=O	-2	4	.	1.8	.	10	2	10	-0.4%
CC(C)(C)NC(=O)CSc1nnc(-c2ccccc2)c(-c2ccccc2)n1	-5	0	5	-2.1	-1%	-2	-8	-4	2.5%
CCOc1nc(NC(=O)NC(=O)c2ccccc2)nc(-c2ccccc2)n1	-3	1	-5	0.3	-5%	5	-4	2	16%
COc1ccccc1CNC(=O)c1ccc2c(=O)n3c(nc2c1)CCCCC3	-4	0	-19	-0.4	-6%	-2	0	-4	-0.4%
CCc1ccccc1NC(=O)/C(C#N)=C\c1ccc(Sc2ccccc2)o1	3	-1	-13	-0.5	?	28	12	40*	0.1%
Cc1ccc(C)c(-c2cc(C(=O)NN3CCOCC3)c3ccccc3n2)c1	1	2	-5	-0.4	-7%	4	6	4	-0.6%
O=C(c1cc2ccccc2cc1O)N1CCCC(C(F)(F)F)C1 (configuration not stated)	2	1	6	1.1	-9%	2	-6	5	?
Cc1ccc(NC(=O)CCCN2C(=S)NC(C)(C)CC2C)cc1 (configuration not stated)	1	-5	-4	-1.2	-3%	17	4	-3	-0.1%
O=S(=O)(NC1CCCCC1N1CCN(c2ccc(F)cc2)CC1)c1ccc(Cl)cc1 (configuration not stated)	-4	1	11	7.3	6%	11	-4	-2	-0.9%
COc1cccc(-n2c(Cc3cc(=O)[nH]c(=O)[nH]3)nnc2SC(C)C)c1	-6	0	.	0.2	-4%	1	-6	-4	0.3%
Cc1ccc(-n2nc(C)c3c(C(F)(F)F)cc(-c4cccnc4)nc32)cc1C	1	0	0	1.1	-6%	-50*	0	3	1.4%
O=C(NCc1ccc2c(c1)OCO2)c1ccc(CS(=O)(=O)c2cccc(C(F)(F)F)c2)o1	-4	2	13	-0.3	?	5	-12	3	0.1%
CCCNC(=O)C1CC(c2ccccc2C(F)(F)F)=NO1 (configuration not stated)	-5	1	.	0.1	.	-2	-3	.	0.2%
CC1(C)Cc2c(sc3nnn(CC(=O)Nc4ccccc4)c(=O)c23)CO1	-5	1	-8	0.3	-5%	4	1	-1	9.2%
Cc1ccc(-n2c(Cc3cccs3)nnc2SCC(N)=O)cc1	-2	4	-8	-0.1	-9%	7	8	5	0.7%
O=C(CN1CCC(NC(=O)c2ccco2)CC1)Nc1ccccc1C(F)(F)F	0	2	6	0.5	2%	-2	-7	9	-2.0%
O=C1CN(C(=O)COc2ccccc2)C(c2ccc(F)cc2)c2cc(Br)ccc2N1 (configuration not stated)	3	1	-25	0.8	-6%	8	8	3	-1.7%
COc1ccccc1/C=C/C(=O)Nc1ccc2c(c1)CCC2	-3	2	10	-0.7	-15%	-21	14	.	-0.3%
Cc1ccc(C(=O)N/C(=C/c2ccccc2)C(=O)NC(Cc2ccccc2)C(=O)O)cc1 (configuration not stated)	-4	2	19	0.0	0%	-8	25	-9	1.9%
COc1ccc(-c2nnc(SCC(=O)Nc3ccc(F)cc3)s2)cc1	-2	1	0	0.0	-5%	-14	-2	-7	?
CCOc1ccc(S(=O)(=O)N2CCOCC2)cc1NC(=O)C1CCC1	-2	1	-2	0.5	-4%	-6	0	-15	3.3%
CC1=C(C(=O)Nc2ccccc2C)C(c2ccccc2)NC(=O)N1 (configuration not stated)	2	0	.	1.0	-13%	-1	-2	-3	-0.6%
COc1cc(NS(=O)(=O)c2ccc(NC(=O)c3ccc(OC)c(Br)c3)cc2)nc(OC)n1	-1	0	.	-0.6	-6%	8	-4	2	-0.4%
CC(=O)Nc1ccc(S(=O)(=O)NCCSCc2ccco2)cc1	-4	1	5	0.8	-14%	-2	-2	.	-0.8%
COc1ccc(CNC(=O)CC2N=C3c4ccccc4N=C(SCC(=O)Nc4ccc(C(C)C)cc4)N3C2=O)cc1 (configuration not stated)	-1	3	-17	0.0	-17%	9	-3	-18	0.5%
O=[N+]([O-])c1ccc(N/N=C/c2c[nH]c3ccccc23)cc1	-11	81*	-4	32*	-22%	-28	-3	9	0.4%
COC(=O)c1c(NC(=O)c2ccc(S(=O)(=O)N3CCCCC3)cc2)sc2c1CCN(C)C2	-1	-4	-33	0.7	-22%	.	-8	-6	-44%[inhibitor]
Cc1ccnc(NS(=O)(=O)c2ccc(NS(=O)(=O)c3cccs3)cc2)n1	-4	-1	-3	-0.3	1%	-6	-6	14	0.1%
CC(C)Cn1c(SCC(=O)Nc2ccc3[nH]c(=O)[nH]c3c2)nc2ccccc2c1=O	0	1	-6	0.0	.	7	-7	-1	0.4%
O=c1c2[nH]c3ccc(F)cc3c2nc2n1CCS2	-2	5	10	0.3	5%	13	-1	-5	6.2%

Three compounds out of the list above, ordered by the value under D1 agonist, falling.
Molecule | D1 agonist
O=c1c2[nH]c3ccc(F)cc3c2nc2n1CCS2 | 5
COc1cc(NS(=O)(=O)c2ccc(NC(=O)c3ccc(OC)c(Br)c3)cc2)nc(OC)n1 | 0
Cc1ccnc(NS(=O)(=O)c2ccc(NS(=O)(=O)c3cccs3)cc2)n1 | -1
